Source: PubChem
TRPC4 agonist – TRPC4 (mouse) channel activation | Q9QUQ5 | B-score at 10 µM | HEK293 TRPC4beta/mu-opioid, Fluo4 calcium fluorescence; stronger effect = higher value | 0.49% of 310,000 active;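 active = B-score above 5 SD of library B-scores, and initial fluorescence ratio not above library mean plus 5 SD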;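 also: positive B-score marks a calcium rise read as TRPC4 activation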
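Material: TRPC4beta and mu-opioid receptor HEK293 stable cells | Incubation: 45 min room-temperature Fluo4 loading, 110 s read | Detection: Kinetic Fluo4 calcium fluorescence | Measure: Integrated baseline-normalised fluorescence ratio, converted to per-well B score | Benchmarks: Low control buffer alone, high control maximal DAMGO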
MrgX1 agonist – human MrgX1 receptor agonism, primary screen | MrgX1-HEK293 cells, Fluo-4 calcium fluorescence, agonist mode; stronger effect = higher value | Q96LB2 | B-score at 10 µM | 0.44% of 310,000 active;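 active = calcium response B-score plate-corrected fluorescence ratio at least 3 library SD, with starting fluorescence B-score inside 5 SD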
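Test system: Stable human MrgX1 HEK293 cell line | Schedule: Overnight plating before 1 h dye loading | Read-out basis: Baseline-normalised fluorescence change ratio, B-scored | Detection: Kinetic calcium dye fluorescence, Fluo-4 NW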
TRPC6 inhibitor – mouse TRPC6 channel inhibition; Q61143; HEK293-TRPC6, membrane potential dye, ACh-evoked depolarization; stronger effect = lower value; B-score at 10 µM; 1.1% of 310,000 active;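 active = B-score under library mean minus 3 SD, initial fluorescence not abnormally high, positive integrated signal ratio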;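 also: B-score derived from integrated fluorescence ratio over the kinetic read; more negative B-score means stronger inhibition of depolarization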
Target sequence (Q61143 whole entry, looked up): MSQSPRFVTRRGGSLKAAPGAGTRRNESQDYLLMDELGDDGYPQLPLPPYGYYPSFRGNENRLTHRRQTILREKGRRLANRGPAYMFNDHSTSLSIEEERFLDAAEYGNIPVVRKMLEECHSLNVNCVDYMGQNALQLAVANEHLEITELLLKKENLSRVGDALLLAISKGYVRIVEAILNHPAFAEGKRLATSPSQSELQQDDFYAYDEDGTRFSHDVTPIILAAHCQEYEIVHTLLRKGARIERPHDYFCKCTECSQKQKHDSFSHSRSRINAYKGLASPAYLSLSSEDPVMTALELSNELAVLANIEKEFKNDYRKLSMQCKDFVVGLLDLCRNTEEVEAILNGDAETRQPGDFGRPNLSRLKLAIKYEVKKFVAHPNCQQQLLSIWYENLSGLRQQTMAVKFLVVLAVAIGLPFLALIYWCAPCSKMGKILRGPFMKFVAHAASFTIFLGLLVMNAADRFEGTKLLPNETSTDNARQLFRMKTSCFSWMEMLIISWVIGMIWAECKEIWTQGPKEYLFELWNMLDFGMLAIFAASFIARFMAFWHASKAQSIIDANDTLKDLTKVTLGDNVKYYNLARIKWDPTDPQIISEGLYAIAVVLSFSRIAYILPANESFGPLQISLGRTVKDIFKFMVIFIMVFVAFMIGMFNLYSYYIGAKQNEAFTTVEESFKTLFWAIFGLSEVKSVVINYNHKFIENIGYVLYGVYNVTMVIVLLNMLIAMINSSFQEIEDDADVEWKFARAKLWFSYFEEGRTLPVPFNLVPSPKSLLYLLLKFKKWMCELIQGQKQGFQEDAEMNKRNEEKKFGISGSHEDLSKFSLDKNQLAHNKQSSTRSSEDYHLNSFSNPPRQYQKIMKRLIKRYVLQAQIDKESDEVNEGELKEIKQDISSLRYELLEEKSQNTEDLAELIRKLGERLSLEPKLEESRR
TRPC4 block – inhibitors of mouse TRPC4 channel; Q9QUQ5; HEK293 TRPC4beta/mu-opioid, DAMGO-evoked Fluo4 calcium flux; stronger effect = lower value; B-score at 10 µM; 0.39% of 300,000 active; AID 2247;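 active = B-score over 3 SD under the library average, no early fluorescence shift, positive overall ratio signal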
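Assay system: Stable TRPC4beta/mu-opioid receptor HEK293 cells | Reagent: DAMGO in two steps, submaximal then maximal | Compound dosing: Single concentration per test compound | Signal: Fluo4 Ca2+ flux fluorescence | Evaluation: Per-well B score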
ANO1 activ – mouse TMEM16A channel activation, primary screen; HEK293 TMEM16A/YFP-H148Q/I152L, iodide quench fluorescence; stronger effect = lower value; B-score at 10 µM; 0.3% of 340,000 active; AID 623877;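 active = fluorescence-ratio B-score plate-corrected deviation score at least 3 library SD below zero, with starting fluorescence score within 5 deviations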;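 also: channel opened by trigger with iodide after compound preincubation; score built on the fluorescence ratio of max minus min over baseline; more negative score means more quench and so TMEM16A activation or potentiation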
TRPC4 PAM – TRPC4 (mouse) allosteric potentiation; Q9QUQ5; HEK293 TRPC4beta/mu-opioid, DAMGO EC20, Fluo-4 Ca2+ flux; stronger effect = higher value; B-score at 10 µM; 0.42% of 310,000 active;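 active = B-score of calcium response area above 5 SD of library B-scores, with initial fluorescence ratio within 5 SD of library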;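 also: B-score of integrated fluorescence ratio over time as area under calcium response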
RGS4 inh – inhibitors of human RGS4; P49798; 0.45% of 310,000 active; B-score at 10 µM; HEK293 M3R/RGS4 inducible, Fluo-4 calcium flux; stronger effect = higher value; triggered by carbachol at its EC20;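 active = B-score, a plate-corrected calcium signal, over three deviations above library mean, with baseline fluorescence within five deviations of library mean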;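 also: RGS4 expression induced by doxycycline in cells with stable M3 receptor; B-score is computed from the integrated fluorescence ratio over baseline after carbachol; higher B-score means a larger calcium signal and so more RGS4 inhibition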
ANO1 block – mouse TMEM16A channel inhibition, primary screen; Q8BHY3; HEK293 TMEM16A/YFP iodide influx fluorescence, ionomycin; 1.2% of 310,000 active; AID 588511; normalized B-score (activity score, 25-100; higher = stronger inhibition) at 10 µM;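 active = ratio plate-corrected score three or more library SD toward inhibition, starting fluorescence score within five deviations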;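 also: score derived from kinetic fluorescence span divided by baseline fluorescence per well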
MrgX1 antagonist – antagonists of human MrgX1 receptor. Q96LB2. MRGX1-HEK293 calcium flux, Fluo-4, BAM8-22 antagonism; stronger effect = lower value. B-score at 10 µM. 1.3% of 310,000 active;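 active = calcium-response B-score plate-corrected more than 3 library SD below zero, starting fluorescence within 5 deviations, no agonist response on first addition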;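 also: peak minus trough fluorescence over baseline after final BAM8-22 challenge near maximal dose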
MrgX1 PAM – human MrgX1 positive allosteric modulation, primary screen. Q96LB2. MrgX1-HEK293, Fluo-4 calcium flux, FDSS; stronger effect = higher value. B-score at 10 µM. 0.63% of 310,000 active. AID 588675;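 active = plate-corrected calcium response at least 3 library SD above typical, normal starting fluorescence, not activating the receptor alone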;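 also: compound read alongside a low EC10 to EC30 dose of BAM8-22 agonist; peak minus trough fluorescence over baseline measured at the second addition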
TRPC6 activator – activates the mouse TRPC6 cation channel; 0.13% of 310,000 active; B-score at 10 µM; HEK293-TRPC6 membrane potential dye fluorescence; stronger effect = higher value; AID 2550; Q61143;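 active = B-score of the integrated fluorescence ratio above library mean plus 3 SD, and starting fluorescence ratio within library mean plus 5 SD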;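 also: higher score means more depolarization so channel activation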
An asterisk follows results filed as active; i = inactive; / = no result given.

Under each structure – MrgX1 agonist, ANO1 block, TRPC4 PAM, MrgX1 PAM, TRPC4 agonist, TRPC4 block, MrgX1 antagonist, TRPC6 activator, TRPC6 inhibitor, ANO1 activ, RGS4 inh
CCN1C/C(=C/c2cccs2)c2nc3ccccc3c(C(=O)O)c2C1
 : i, i, i, i, i, i, i, i, i, i, i
CCS(=O)CCSc1nc2ccccc2s1 (configuration not stated)
 : i, i, i, i, i, i, i, i, i, i, i
CN(C)/C=N/c1ncc(C(=O)c2ccc(-c3ccccc3)cc2)s1
 : i, i, i, i, i, i, i, i, i, i, i
COc1ccc(OCC(=O)NCCCn2ccnc2)cc1
 : i, i, i, i, i, i, i, i, i, i, i
CC(=O)O[C@]1(C(C)=O)CC[C@H]2[C@@H]3C=C(Cl)C4=CC(=O)CC[C@]4(C)[C@H]3CC[C@@]21C
 : i, i, i, i, i, i, i, i, i, i, i
Cn1c(SCC(=O)NC2CCCCCC2)nnc1-c1ccco1
 : i, i, i, i, i, i, i, i, i, i, i
COCCNC(=O)c1cc(C)ccc1C
 : i, i, i, i, i, i, i, i, i, i, i
CC(C)C1=NN(C(=O)c2cccnc2)C(O)(C(F)(F)F)C1 (configuration not stated)
 : i, i, i, i, i, i, i, i, i, i, i
O=C(NNC1=NCCC1)C1CC1
 : i, i, i, i, i, i, i, i, i, i, i
O=C1CCC/C(=N\NC(=O)COc2ccc(Cl)cc2)C1
 : i, i, i, i, i, i, i, i, i, i, i
CC(C(=O)N1CCCCC1)n1ncn2cccc2c1=O (configuration not stated)
 : i, i, i, i, i, i, i, i, i, i, i
CCCCOC(=O)c1cccnc1
 : i, i, i, i, i, i, i, i, i, i, i
Cc1cnc(NC(=O)CSc2nc3ccccc3s2)s1
 : i, i, i, i, i, i, i, i, i, i, i
Cn1c(=O)c2c(nc(CO)n2C)n(C)c1=O
 : i, i, i, i, i, i, i, i, i, i, i
Cc1csc2ncc(C(=O)NCCC(c3ccccc3)c3ccccc3)c(=O)n12
 : i, i, i, i, i, i, i, i, i, i, i
COc1ccc(NC(=O)CSc2nnc(Cn3c(=O)sc4ccccc43)n2C)c(OC)c1
 : i, i, i, i, i, i, i, i, i, i, i
CN(C)S(=O)(=O)c1cccc(C(=O)Nc2cc(Cl)ccc2O)c1
 : i, i, i, i, i, i, i, i, i, i, i
O=C1CCCC(O)=C1Sc1ccccc1C(=O)O
 : i, i, i, i, i, i, i, i, i, i, i
S=C(Nc1ccc(Cl)cc1)N1CCOCC1
 : i, i, i, i, i, i, i, i, i, i, i
S=c1nc[nH]c2c1[nH]c1ccccc12
 : i, i, i, i, i, i, i, i, i, i, i
CCOC(=O)CNC(=O)C1(/C=C/c2ccccc2)CC(=O)N1c1ccc(OC)cc1 (configuration not stated)
 : i, i, i, i, i, i, i, i, i, i, i
Cc1ccccc1C(=O)N(Cc1nc2ccccc2c(=O)[nH]1)C1CCCC1
 : i, i, i, i, i, i, i, i, i, i, i
CCOc1ccc(OCC)c(S(=O)(=O)N2CCC(C)CC2)c1
 : i, i, i, i, i, i, i, i, i, i, i
CC(=O)c1ccc(N2C(=NC(=O)CCC3CCCC3)SC3CS(=O)(=O)CC32)cc1 (configuration not stated)
 : i, i, i, i, i, i, i, i, i, i, i
COc1ccc(S(=O)(=O)N(CC(=O)N/N=C/c2cccs2)c2cc(C)cc(C)c2)cc1OC
 : i, i, i, i, i, i, i, i, i, i, i
O=C(Nc1ccc(NC(=O)c2cccs2)c(Cl)c1)c1cccs1
 : i, i, i, i, i, i, i, i, i, i, i
O=C(NNC(=O)C1CCN(S(=O)(=O)c2ccc(Cl)cc2)CC1)c1ccccc1
 : i, i, i, i, i, i, i, i, i, i, i
Cc1cc2c(C)nc3ccccc3c2o1
 : i, i, i, i, i, i, -4.7*, i, i, i, i
CC(C)(C)CN1CCC(n2nccc2NC(=O)c2ccccc2Cl)CC1
 : i, i, i, i, i, i, i, i, i, i, i
CC1CC(C)CN(C(=O)c2ccc3c(c2NCCO)C(=O)c2ccccc2C3=O)C1 (configuration not stated)
 : i, i, i, 14*, i, i, i, i, -7*, i, i

Continued; the last 2 above are carried over.
Under each structure – MrgX1 agonist, ANO1 block, TRPC4 PAM, MrgX1 PAM, TRPC4 agonist, TRPC4 block, MrgX1 antagonist, TRPC6 activator, TRPC6 inhibitor, ANO1 activ, RGS4 inh
CC(C)(C)CN1CCC(n2nccc2NC(=O)c2ccccc2Cl)CC1
 : i, i, i, i, i, i, i, i, i, i, i
CC1CC(C)CN(C(=O)c2ccc3c(c2NCCO)C(=O)c2ccccc2C3=O)C1 (configuration not stated)
 : i, i, i, 14*, i, i, i, i, -7*, i, i
CCn1c(CNC(=O)C23CC4CC(CC(C4)C2)C3)nnc1SC
 : i, i, i, i, i, i, i, i, i, i, i
CCN(C(=O)COC(=O)/C(=C/c1ccccc1)n1nnnc1C)C1CCCCC1
 : i, i, i, i, i, i, i, i, i, i, i
CC1CCN(c2ccc(NC(=O)c3cccnc3)cc2)CC1
 : i, i, i, i, i, i, i, i, i, i, i
Cc1cc(C)c(OCCCNC2CCCC2)c(Br)c1
 : i, i, i, i, i, i, i, 12*, -5.4*, i, i
Cc1ccc(S(=O)(=O)N2CCC(C(=O)NCC3CC3)CC2)cc1
 : i, i, i, i, i, i, i, i, i, i, i
COC(=O)c1ccc(N2CCCCC2)c(N)c1
 : i, i, i, i, i, i, i, i, i, i, i
COc1ccccc1C(=O)N=C1SC2CS(=O)(=O)CC2N1c1ccccc1 (configuration not stated)
 : i, i, i, i, i, i, i, i, i, i, i
CC(C)CN1CCC(=O)N([C@H](CSc2ccccc2)Cc2ccccc2)CC1
 : i, i, i, i, i, /, i, i, i, i, i
Cc1nnc(SCc2cc(=O)oc3ccc4ccccc4c23)n1Cc1ccccc1
 : i, i, i, i, i, i, i, i, i, i, i
COc1ccc(C2CC(c3ccc(Br)cc3)=NN2C(=S)Nc2ccccc2)cc1 (configuration not stated)
 : i, i, i, i, i, i, i, i, i, i, i
O=C(NCc1cn2ccsc2n1)c1cccs1
 : i, i, i, i, i, i, i, i, i, i, i
CCOC(=O)c1cnc(SCC(=O)Nc2ccc(NC(=O)CC)c(OC)c2)nc1N
 : i, i, i, i, i, i, i, i, i, i, i
CCOc1ccc(Nc2oc(-c3ccc(Cl)cc3)nc2C#N)cc1
 : i, i, i, i, i, i, i, i, i, i, i
COc1ccc(CCNC(=O)Cn2nnc(C(=O)Nc3ccc(Br)cc3)c2N)cc1OC
 : i, i, i, i, i, i, i, i, i, i, i
O=C(N[C@@H](Cc1ccc(O)cc1)C(=O)O)c1ccncc1
 : i, i, i, i, i, i, i, i, i, i, i
COC(=O)c1ccccc1C(=O)c1ccc2c(c1)NC(=O)CO2
 : i, i, i, i, i, i, i, i, i, i, i
O=C(CSc1nc2sc3c(c2c(=O)n1-c1ccccc1)CCCC3)NCc1ccco1
 : i, i, i, i, i, i, i, i, i, i, i
C=CCN1C(=O)[C@]2(c3ccccc31)C1CCCC=C1C(C#N)=C(N)C2(C#N)C#N (some centres not stated)
 : i, i, i, i, i, i, i, i, i, i, i
O=C1Nc2ccccc2/C1=N\N=C\c1ccc(O)c(O)c1
 : i, i, i, i, i, i, i, i, i, i, i
COC(=O)c1ccccc1NC(=O)CN(C)S(=O)(=O)c1ccc(OC)cc1
 : i, i, i, i, i, i, i, i, i, i, i
Cn1c(CNc2nc3ccccc3n2C)nc2ccccc21
 : i, i, i, i, i, i, i, i, i, i, i
CC1=C(C(=O)Nc2ccccc2)C2(CCCCC2)C(C(N)=O)C(=S)N1 (configuration not stated)
 : i, i, i, i, i, i, i, i, i, i, i
COc1cc(C(CCN2CCOCC2)c2c(OC)cc(OC)c3c2OC(=O)CC3c2ccc(N(C)C)cc2)cc(OC)c1OC (configuration not stated)
 : i, i, i, i, i, i, i, i, i, i, i
O=C(COC(=O)C1(c2ccccc2F)CCCC1)N1CCOCC1
 : i, i, i, i, i, i, i, i, i, i, i
O=C(c1cccnc1)N1N=C(C2CC2)CC1(O)C(F)(F)F (configuration not stated)
 : i, i, i, i, i, i, i, i, i, i, i
CCn1c(O)c(C=Nc2ccccc2)sc1=S
 : i, i, i, i, i, i, i, i, i, /, i
COCc1ccc(C(=O)NC2CCCN(Cc3ccccc3F)C2)o1 (configuration not stated)
 : i, i, i, i, i, i, i, i, i, i, i
CCC(/C=N/NC(=O)C(N)=O)CC
 : i, i, i, i, i, i, i, i, i, -5.3*, i
Cn1nc(C(=O)Nc2cccnc2)c2ccccc2c1=O
 : i, i, i, i, i, i, i, i, i, i, i
C#CCOCCOCCOCCNc1nc(N2CCN(C(=O)Cn3cc(CC(C)O)nn3)CC2)nc(N2CCN(C(=O)Cn3cc(CC(C)O)nn3)CC2)n1 (configuration not stated)
 : i, i, i, i, i, i, i, i, i, i, i
N#CCSc1nnc(Cc2ccc3c(c2)OCO3)o1
 : i, i, i, i, i, i, -5.4*, i, i, i, i
O=C(NCCN1C(=O)S/C(=C/c2cccnc2)C1=O)C1CC(=O)N(Cc2ccccc2)C1 (configuration not stated)
 : i, i, i, i, i, i, i, i, i, i, i
Cc1cc(NCC2CCCO2)n2c(nc3ccccc32)c1C#N (configuration not stated)
 : i, i, i, i, i, i, i, i, i, i, i
CCOC(=O)Cn1c2[n+](c3ccccc31)CC(O)CS2 (configuration not stated)
 : i, i, i, i, i, i, i, i, i, i, i
CC(C)CN(C(=O)C1CSC2(C)CCC(=O)N12)c1c(N)n(Cc2ccccc2)c(=O)[nH]c1=O (configuration not stated)
 : i, i, i, i, i, i, i, i, i, i, i
COc1ccc(CCNC(=O)CC(=O)NCCc2ccc(OC)cc2)cc1
 : i, i, i, i, i, i, i, i, i, i, i
